aDG glyco up: alpha-DG glycosylation activation | Pro5-aDG cells, alpha-DG glycosylation AlphaScreen (IIH6); 0% Pro5, 100% B10-LARGE cell signal | activation, % at 10 µM | hit rate 0.22% among 360,000 | AID 624168;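 active = activation of at least 8% versus controls, or a plate z-score of at least 8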;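 also: Pro5 are CHO cells carrying HIG-tagged alpha-DG that lacks glycosylation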
CaV13 ICDI inh: Disruptors of the CACNA1D IQ motif to Ca2+-dependent inactivation inhibitor domain association, primary screening, Förster resonance energy transfer in intact living … | inhibition, % at 12.3 µM | hit rate 0.098% among 340,000 | HEK cells, CFP/YFP FRET ICDI-IQ, plate reader, 10 min; percent FRET-ratio fall versus neutral wells;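 active = mean replicate inhibition of at least 30% and at least 1% of replicates passing that level; inconclusive = only one of the two criteria is met; inactive = neither criterion is met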;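 also: 0% = median of the neutral control wells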
Peg3 promoter: Peg3 promoter activity inhibition | HeLa PEG-Prom luciferase reporter, luminescence, overnight | inhibition, % at 20 µM | hit rate 1.7% among 360,000;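 active = inhibition of at least 50% at 20 µM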
PDI turbidity: blocks human protein disulfide isomerase activity; P07237; PDI insulin aggregation turbidity, A650, 90 min; inhibition, % at 10 µM; hit rate 0.052% among 350,000; AID 588391;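 active = mean inhibition across replicates of 30% or more, whatever share of single replicates reach that level; inconclusive = mean inhibition below 30% while every single replicate reaches 30%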;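 also: absorbance from insulin aggregation driven by PDI reduction with DTT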
Target sequence (P07237 whole entry, looked up): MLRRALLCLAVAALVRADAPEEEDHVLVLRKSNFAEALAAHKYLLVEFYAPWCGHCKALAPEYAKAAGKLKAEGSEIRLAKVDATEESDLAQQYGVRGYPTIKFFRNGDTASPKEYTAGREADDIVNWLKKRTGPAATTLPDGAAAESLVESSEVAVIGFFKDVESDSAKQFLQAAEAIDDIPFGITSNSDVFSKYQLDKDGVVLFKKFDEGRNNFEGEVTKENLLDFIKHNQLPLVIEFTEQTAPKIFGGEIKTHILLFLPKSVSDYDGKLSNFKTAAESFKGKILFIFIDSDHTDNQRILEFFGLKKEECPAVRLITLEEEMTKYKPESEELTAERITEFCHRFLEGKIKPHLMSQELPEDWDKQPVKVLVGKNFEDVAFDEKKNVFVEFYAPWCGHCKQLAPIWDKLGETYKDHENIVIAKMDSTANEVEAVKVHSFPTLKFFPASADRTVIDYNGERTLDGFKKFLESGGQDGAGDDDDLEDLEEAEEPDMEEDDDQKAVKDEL
HIF-2a block: inhibitors of HIF-2a | 786-0 RCC cells HIF-2a reporter, luciferase luminescence, overnight | inhibition, % at 18.8 µM | hit rate 0.72% among 360,000 | AID 624352;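 active = inhibition of the luminescence signal of 40% or more relative to plate controls, in a single-dose primary screen at 18.75 µM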
Vif inh: HIV Vif inhibition; hit rate 0.35% among 340,000; inhibition, % at 7.49 µM; AID 602346; HEK293T cells, Vif self-association by quenched fluorescence, imaging, 24 h; in the data active = inhibition above about 50%, passing the limit was not always enough; inconclusive = no clear call, values can overlap the other calls; inactive = below about 31%; also: some results filed as inactive read as strong as hits
NR2E3 ag-1: agonists of human NR2E3 nuclear receptor; Q9Y5X4; CHO-S Gal4-NCOR/VP16-NR2E3 two-hybrid, luciferase; inhibition of corepressor binding, % at 3.98 µM; hit rate 0.35% among 360,000; AID 602229;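 active = inhibition above the mean of all tested compounds plus 3 SD, cut at about 70% in these data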;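 also: 0% = DMSO with NR2E3 transfected cells and 100% = cells lacking NR2E3 construct; higher means lower luciferase signal from less NR2E3 corepressor binding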
Target sequence (Q9Y5X4 whole entry, looked up, the tested form may be a part): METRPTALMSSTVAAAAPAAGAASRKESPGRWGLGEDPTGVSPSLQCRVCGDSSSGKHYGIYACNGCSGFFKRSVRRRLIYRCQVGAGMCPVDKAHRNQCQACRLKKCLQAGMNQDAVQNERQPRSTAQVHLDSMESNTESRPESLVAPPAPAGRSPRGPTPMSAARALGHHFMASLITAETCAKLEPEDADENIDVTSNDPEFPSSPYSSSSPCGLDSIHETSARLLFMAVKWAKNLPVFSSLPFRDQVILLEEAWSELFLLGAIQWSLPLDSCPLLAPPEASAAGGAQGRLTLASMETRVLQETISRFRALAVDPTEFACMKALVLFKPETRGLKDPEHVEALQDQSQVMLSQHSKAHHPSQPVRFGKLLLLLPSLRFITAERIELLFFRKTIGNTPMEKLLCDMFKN
hiPSC survival: enhancers of human iPSC single-cell survival | hiPSC single-cell survival, ATPlite luminescence; 100% = ROCK inhibitor wells, 0% = DMSO | survival enhancement, % at 20 µM | hit rate 0.044% among 360,000; in the data active = survival enhancement above about 18%;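 also: cells exposed to compounds for 16 hours before the ATP read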
NR2E3 ag-2: agonists of human nuclear receptor NR2E3; Q9Y5X4; GST-NR2E3/biotin-RetCOR TR-FRET, 1536-well; AID 2300; hit rate 0.12% among 320,000; inhibition of corepressor binding, % at 4.78 µM;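 active = percent inhibition above the cutoff of mean plus 3 SD of all tested compounds, set per screening campaign, cut at about 20% in these data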;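 also: 0% = DMSO wells and 100% = biotin wells as full block of FRET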
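System: GST-NR2E3 and biotin-RetCOR proteins; probe or stimulus: 7 nM biotin-RetCOR; doses: compound at 4.8 µM, single dose; schedule: Compound–protein incubation for 5 h at 4 °C; detection: time-resolved FRET; read-out: percent inhibition; controls: biotin wells as high control, 0.6% DMSO wells as low control; format: 1536-well plates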
Exocytosis inh: lytic granule exocytosis inhibition. TALL-104 LAMP-1 surface exposure, flow cytometry; cells stimulated with thapsigargin and PMA. inhibition, % at 10 µM. hit rate 0.66% among 360,000. AID 651702;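 active = inhibition above about 55%, limit read from the data; inconclusive = no clear call, values can overlap the other calls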
MITF TRPM1 inh: MITF TRPM1 promoter inhibition in SK-MEL-5 cells; SK-MEL-5 TRPM1 promoter luciferase, 24 h; inhibition, % at 12.5 µM; hit rate 0.83% among 330,000;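 active = mean inhibition across replicates of 60% or more, whatever share of single replicates reaches that level; inconclusive = some that reach 60%, reason not given; inactive = mean inhibition across replicates below 60%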; also: values of inactives mirror those of a sister screen read the other way
* hit, by the source's call; ? = inconclusive; . = not tested or not shown.

SMILES	aDG glyco up	CaV13 ICDI inh	Peg3 promoter	PDI turbidity	HIF-2a block	Vif inh	NR2E3 ag-1	hiPSC survival	NR2E3 ag-2	Exocytosis inh	MITF TRPM1 inh
O=C(Nc1ccc2c(c1)OCCO2)C1CCN(S(=O)(=O)c2cccc3nsnc23)CC1	0.0	0	-1	-9	13	-1	-12	-0.7	0	-1	1
O=C(CN1CCN(Cc2ccccc2F)C1=O)NCC1CCCO1 (configuration not stated)	0.0	10	-8	-2	7	-4	19	-0.3	0	-8	-10
Cc1[nH]c2ccc(CNS(=O)(=O)c3ccc(S(=O)(=O)N4CCOCC4)cc3)cc2c1C	0.5	.	7	-1	-10	.	5	-0.4	5	2	12
CCOc1ccc(/C(CCC(=O)O)=N/NC(=S)NCCc2ccccc2)cc1	0.4	-21	-6	7	13	7	53	-0.4	1	7	1
O=C(Cc1csc(-c2ccccc2)n1)NCc1ccco1	-0.2	-11	13	3	12	31	2	-0.5	3	-1	-2
COC(=O)c1cc2oc(C)cc2n1CC(=O)Nc1ccc(C)c(C)c1	0.0	.	-34	-6	-36	-7	-32	-2.4	-1	4	0
O=C(/C=C/c1ccc([N+](=O)[O-])cc1)N1CCN(S(=O)(=O)c2ccccc2)CC1	0.3	-5	18	-9	3	1	0	-0.3	2	-10	8
c1ccc2nc3c(cc2c1)CCCCCC3	0.2	-5	3	-7	-4	-1	-2	-1.3	0	5	-11
CC1Cc2ccccc2N1C(=O)C(C)n1cc(C(F)(F)F)cc(Cl)c1=O (configuration not stated)	0.1	-2	-2	-3	9	0	10	0.0	1	-2	12
CC(C)NC(=O)C(=O)NCCc1ccc(Cl)cc1	0.0	.	-8	-20	-9	.	26	-2.7	2	11	-9
CC1(C)CC(=O)C2=C(C1)NC(=O)CC2c1cc(F)ccc1F (configuration not stated)	0.1	0	12	-2	19	12	6	-2.3	1	-4	2
CC1(C(=O)Nc2ccc3[nH]ncc3c2)CCN1C(=O)Cc1ccc(-c2ccccc2)cc1 (configuration not stated)	4.4	-5	24	-8	21	.	53	-1.5	.	6	.

Additional records
SMILES	aDG glyco up	CaV13 ICDI inh	Peg3 promoter	PDI turbidity	HIF-2a block	Vif inh	NR2E3 ag-1	hiPSC survival	NR2E3 ag-2	Exocytosis inh	MITF TRPM1 inh
O=C(Nc1cccc(S(=O)(=O)N2CCCC2)c1)[C@@H]1O[C@H](CO)[C@H](O)[C@H](O)[C@H]1O	0.2	-5	-3	16	5	14	5	2.2	.	0	.
O=C(CCNc1ccc(Cl)cc1)c1cccs1	0.2	-18	-264	12	-160	-28	-27	3.2	0	-1	-47
Cn1c(CSCc2ccc(Cl)cc2)nnc1SCC(=O)Nc1nc2ccccc2s1	-0.1	-4	34	4	17	2	9	0.1	-2	2	6
[O-]/[N+](=C\c1ccc(OC(F)F)cc1)c1ccccc1	0.0	-8	-12	5	-12	-18	-3	3.9	0	1	-7
N#Cc1ccc(Oc2ccc(S(=O)(=O)N3CCCC3)cn2)cc1	0.2	-6	4	-5	17	-5	4	-0.6	-6	-15	-11
CC1CC(=O)Nc2ccccc2N1S(=O)(=O)c1ccc(C(F)(F)F)cc1 (configuration not stated)	-0.3	.	14	0	19	3	3	-0.3	-1	3	-17
CCOC(=O)CCN(Cc1cccs1)S(=O)(=O)c1ccc(F)cc1	0.0	-9	-29	-4	17	9	19	0.3	-4	-5	8
Cc1ccc(CNC(=O)CN2C(=O)NC(C)(c3ccccc3Cl)C2=O)cc1 (configuration not stated)	0.2	-18	8	5	11	15	-28	-0.6	-4	15	-14
CC1(C(=O)NS(C)(=O)=O)CCN1C(=O)Cc1ccc(-c2ccccc2)cc1 (configuration not stated)	-0.2	-5	0	0	4	7	2	-0.3	.	0	.
CCN(CC)Cc1nc2c(c(=O)[nH]1)C(CC)(CC)Cc1ccccc1-2	0.2	-5	25	-2	15	0	6	-0.9	-1	8	3
CCCC1(c2ccccc2)NC(=O)N(CC(=O)NCC2COc3ccccc3O2)C1=O (configuration not stated)	0.2	-7	13	-3	7	-1	-8	-0.5	3	1	6
CN(CC(=O)Nc1ccccc1C(F)(F)F)C(=O)c1ccc2c(=O)n3c(nc2c1)CCC3	0.0	-1	13	-2	13	17	9	-2.0	-2	1	-8

Four entries from above, as labelled records.
Cn1c(CSCc2ccc(Cl)cc2)nnc1SCC(=O)Nc1nc2ccccc2s1
  aDG glyco up: -0.1
  CaV13 ICDI inh: -4
  Peg3 promoter: 34
  PDI turbidity: 4
  HIF-2a block: 17
  Vif inh: 2
  NR2E3 ag-1: 9
  hiPSC survival: 0.1
  NR2E3 ag-2: -2
  Exocytosis inh: 2
  MITF TRPM1 inh: 6
CC1CC(=O)Nc2ccccc2N1S(=O)(=O)c1ccc(C(F)(F)F)cc1 (configuration not stated)
  aDG glyco up: -0.3
  CaV13 ICDI inh: .
  Peg3 promoter: 14
  PDI turbidity: 0
  HIF-2a block: 19
  Vif inh: 3
  NR2E3 ag-1: 3
  hiPSC survival: -0.3
  NR2E3 ag-2: -1
  Exocytosis inh: 3
  MITF TRPM1 inh: -17
CC1(C(=O)NS(C)(=O)=O)CCN1C(=O)Cc1ccc(-c2ccccc2)cc1 (configuration not stated)
  aDG glyco up: -0.2
  CaV13 ICDI inh: -5
  Peg3 promoter: 0
  PDI turbidity: 0
  HIF-2a block: 4
  Vif inh: 7
  NR2E3 ag-1: 2
  hiPSC survival: -0.3
  NR2E3 ag-2: .
  Exocytosis inh: 0
  MITF TRPM1 inh: .
O=C(CCNc1ccc(Cl)cc1)c1cccs1
  aDG glyco up: 0.2
  CaV13 ICDI inh: -18
  Peg3 promoter: -264
  PDI turbidity: 12
  HIF-2a block: -160
  Vif inh: -28
  NR2E3 ag-1: -27
  hiPSC survival: 3.2
  NR2E3 ag-2: 0
  Exocytosis inh: -1
  MITF TRPM1 inh: -47

Going on with the list.
SMILES	aDG glyco up	CaV13 ICDI inh	Peg3 promoter	PDI turbidity	HIF-2a block	Vif inh	NR2E3 ag-1	hiPSC survival	NR2E3 ag-2	Exocytosis inh	MITF TRPM1 inh
Cc1cc(C)c(C)c(C(=O)CSc2nnc(-c3ccc4[nH]c(C)c(C)c4c3)o2)c1C	-0.3	.	17	-8	-6	1	-36	5.0	1	2	8
O=C(C1CCCN1C(=O)c1cccs1)N1CCc2ccccc21 (configuration not stated)	-0.2	-4	4	-8	-3	-1	-18	-4.6	-3	4	16
O=S(=O)(c1cccc(-c2n[nH]c(=S)n2-c2ccc(OC(F)(F)F)cc2)c1)N1CCOCC1	0.1	-5	15	2	5	.	-2	0.6	.	-11	2
Cc1cc2ncn(C3CC(O)C(CO)O3)c2cc1C (configuration not stated)	0.0	-16	3	11	6	-4	-9	2.5	.	-3	6
CCOC(=O)c1cn(Cc2ccccc2)c2cc(C)nn2c1=O	-0.2	-7	16	5	16	8	-39	-0.6	6	4	-4
O=C(Cn1nc(C(F)(F)F)c2c1CCCCC2)N1CCOCC1	1.7	.	3	0	13	11	-4	-0.6	2	-2	7
COc1ccc(-c2nn(CCC(=O)O)cc2/C=C2\SC(N)=NC2=O)cc1OC	-0.1	-14	5	-8	9	3	-24	-0.5	1	-2	11
CC(=O)N1c2ccc(S(=O)(=O)N3CCCC3)cc2CC1C(=O)NCc1ccc(OC(C)C)cc1 (configuration not stated)	0.3	-12	-1	-6	-10	-9	12	-0.5	1	0	-11
COc1cc(C(=O)Nc2nnc(Cc3ccccc3)s2)cc(OC)c1OC	0.0	-3	17	-1	12	-6	1	-0.5	.	-14	11
CC1CCCCN1CC(=O)Nc1ccc2c(c1)OC(F)(F)O2 (configuration not stated)	0.1	-17	7	-5	3	4	2	-2.7	3	-1	1
O=C(Oc1cc(Cl)ccc1Cl)c1ccc(N2CCOCC2)c([N+](=O)[O-])c1	-0.1	-3	-2	5	22	4	-4	-0.5	-1	-2	1
CSC(=O)NC(=O)NC(=O)c1ccc([N+](=O)[O-])cc1	0.1	-3	9	0	-10	3	-7	0.4	0	4	5

Other results.
SMILES	aDG glyco up	CaV13 ICDI inh	Peg3 promoter	PDI turbidity	HIF-2a block	Vif inh	NR2E3 ag-1	hiPSC survival	NR2E3 ag-2	Exocytosis inh	MITF TRPM1 inh
CCSc1nnc(N2C(=O)C(O)=C(C(=O)c3ccco3)C2c2cccc(OC)c2)s1 (configuration not stated)	-0.3	-9	-49	0	-147	10	-30	0.1	3	10	-19
CCOC(=O)c1cccc(NC(=O)COc2nsnc2N2CCOCC2)c1	-0.1	-7	12	2	-33	-5	4	-0.5	0	-7	2
O=C(CSCc1c(F)cccc1Cl)NCc1cccnc1	0.3	-4	2	-4	8	9	3	-2.1	-2	?	-8
O=C(O)CCc1ccc(-c2ccccc2)n1NC(=O)c1sc2ccccc2c1Cl	-0.1	-4	3	-12	-15	-5	11	0.0	3	-1	3
C=CCN1C(=O)C2C(C(=O)NC3CCCC3)C3(C)C=CC2(O3)C1C(=O)NC1CCCC1 (configuration not stated)	-0.1	-7	2	6	-1	22	-21	-0.1	1	-8	-24
COc1ccc(OC)c(S(=O)(=O)NC(=O)C2(C)CCN2C(=O)Cc2ccc(Cl)cc2Cl)c1 (configuration not stated)	0.0	-7	5	-3	0	.	-2	4.2	.	-3	.
COc1ccc2[nH]c3ccccc3c2c1	-0.9	-4	-71	7	-120	0	-22	2.4	-1	-4	-15
CCOC(=O)C1C(C(=O)OC)=C(c2ccc(F)cc2)c2ccccc2N1S(=O)(=O)C(F)(F)F (configuration not stated)	0.1	-6	-7	3	4	-4	-24	1.5	.	0	-1
COc1ccc(N2CCN(C(=O)CCNS(=O)(=O)c3ccc(Br)s3)CC2)cc1	0.0	-5	13	-1	6	-3	8	-0.8	-4	13	16
O=C(NCc1ccccc1)C(=O)Nc1cccc(C(=O)O)c1	0.0	-5	31	10	58*	.	-69	0.3	0	-5	63*
COc1ccc(C)cc1N(CC(N)=O)S(=O)(=O)c1ccc(C)cc1	0.2	-5	-4	-4	16	.	10	2.0	1	4	0
CC(C)c1nc2c(c(=O)c3ccccc3n2C)c(=O)n1CCc1ccccc1	0.1	-4	10	9	25	5	3	0.7	2	-3	.

Compound activity deposited in PubChem by several laboratories.
